# CCHFV vOTU inh = blocks the CCHF virus ovarian tumor domain protease; CCHFV vOTU protease, Pep-AMC fluorescence; inhibition, % at 11.5 µM; hit rate 0.55% among 370,000; AID 651958; also: 0% = vehicle wells with enzyme and 100% = no enzyme wells
# Mtb BioA inh = inhibitors of Mycobacterium tuberculosis BioA enzyme; purified M. tuberculosis BioA enzyme, plate reader; inhibition, % at 9.99 µM; hit rate 0.096% among 360,000; AID 602481; in the data active = inhibition above about 40%; inconclusive = no clear call, values can overlap the other calls
# GDH-TPI inh = GDH-TPI coupled enzyme inhibition counter-screen. GDH-TPI coupled enzyme counterscreen, NADH absorbance. inhibition, % at 4.8 µM. hit rate 1.2% among 360,000;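 also: 0% = DMSO wells and 100% = wells lacking the enzyme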
# FadD28 FP inh = inhibitors of Mycobacterium tuberculosis FadD28 bisubstrate binding | FadD28 bisubstrate probe binding, fluorescence polarization | inhibition, % at 12.5 µM | hit rate 0.22% among 360,000 | AID 588549; in the data active = inhibition above about 8.5%, passing the limit was not always enough; inconclusive = no clear call, values can overlap the other calls
# PrPC TRFRET = cell surface PrPC inhibition, primary TR-FRET screen; hit rate 0.43% among 370,000; TR-FRET read-out; inhibition, % at 13.8 µM; AID 720596; in the data active = inhibition above about 24%; also: 0% = median of the test wells and 100% = reference compound wells
# BoNT A protease = BoNT A light chain protease inhibition; multiplex microsphere protease substrate cleavage, flow cytometry; inhibition, % at 10 µM; hit rate 0.17% among 360,000; AID 588499; in the data active = inhibition above about 30%; inconclusive = no clear call, values can overlap the other calls; also: plate controls were buffer without enzyme for full effect and enzyme alone for no effect
# BoNT-F LC inh = BoNT F light chain protease inhibition; Multiplex microsphere protease cleavage assay, flow cytometry; inhibition, % at 10 µM; hit rate 0.22% among 360,000; AID 588497; in the data active = inhibition above about 35%, passing the limit was not always enough; inconclusive = no clear call, values can overlap the other calls; also: plate controls were buffer without enzyme for full effect and enzyme alone for no effect
# Mtb UGM inh = inhibitors of M. tuberculosis UDP-galactopyranose mutase | inhibition, % at 10 µM | hit rate 0.06% among 320,000 | P9WIQ1 | AID 504406 | purified UGM, fluorescence polarization probe displacement; in the data active = inhibition above about 10%, passing the limit was not always enough; inconclusive = no clear call, values can overlap the other calls
# Target sequence (P9WIQ1 whole entry, looked up): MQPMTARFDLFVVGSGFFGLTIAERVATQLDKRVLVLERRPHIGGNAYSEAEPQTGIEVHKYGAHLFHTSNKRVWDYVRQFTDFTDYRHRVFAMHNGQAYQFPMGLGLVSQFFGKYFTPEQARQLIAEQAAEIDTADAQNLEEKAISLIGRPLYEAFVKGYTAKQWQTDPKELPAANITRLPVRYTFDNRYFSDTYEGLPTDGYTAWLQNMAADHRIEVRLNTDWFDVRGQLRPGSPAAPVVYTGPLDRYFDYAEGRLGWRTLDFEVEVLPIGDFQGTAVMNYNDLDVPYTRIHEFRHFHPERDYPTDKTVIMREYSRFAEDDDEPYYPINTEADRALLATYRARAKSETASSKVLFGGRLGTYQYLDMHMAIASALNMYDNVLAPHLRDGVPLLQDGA
# FBA Mtb inh = Mtb fructose-bisphosphate aldolase inhibition | purified M. tuberculosis FBA, fluorescence read-out | inhibition, % at 1 µM | P9WQA3 | AID 588726 | hit rate 2.3% among 360,000; in the data active = inhibition above about 27%;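 also: 0% = vehicle and 100% = reference inhibitor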
# Target sequence (P9WQA3 whole entry, looked up): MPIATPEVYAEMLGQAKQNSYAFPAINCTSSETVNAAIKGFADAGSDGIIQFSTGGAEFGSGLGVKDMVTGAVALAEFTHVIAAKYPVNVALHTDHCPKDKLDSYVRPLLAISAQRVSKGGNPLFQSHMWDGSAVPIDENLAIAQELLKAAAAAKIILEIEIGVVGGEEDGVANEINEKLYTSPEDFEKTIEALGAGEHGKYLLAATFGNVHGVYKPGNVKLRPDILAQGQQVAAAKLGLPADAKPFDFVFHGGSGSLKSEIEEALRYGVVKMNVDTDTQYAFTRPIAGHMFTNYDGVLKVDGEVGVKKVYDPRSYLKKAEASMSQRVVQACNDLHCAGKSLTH
# * = called active by the depositor; u = inconclusive; x = not tested or not shown; & = joins results of further samples. Rule as the data show it, unless noted: active = inhibition above about 30%; inactive = the rest.
SMILES,CCHFV vOTU inh,Mtb BioA inh,GDH-TPI inh,FadD28 FP inh,PrPC TRFRET,BoNT A protease,BoNT-F LC inh,Mtb UGM inh,FBA Mtb inh
CCC(=O)N1CCc2cc(S(=O)(=O)NCCC(=O)N3CCN(c4cccc(OC)c4)CC3)ccc21,11,-0.2,8,-2.9,11,-4.3,-11,-1.8,-2
c1ccc2c(c1)ncn2-c1cncnc1,6,0.7,x,-2.5,1,-0.2,-6,x,0
COC(=O)c1ccccc1NC(=O)Cn1nc(C(F)(F)F)c2c1CCC2,17,1.7,1,-3.3,-3,0.9,-7,0.3,-1
CCOCC(=O)Nc1cccc(-c2nc3cccnc3s2)c1C,24,3.4,7,-4.8,-13,0.2,7,-2.2,1
CC(=NNC(N)=O)C1=C(O)C(C(C)C)NC1=O (configuration not stated),-12,x,-4,-3.3,0,-0.2,-10,x,-2
CCN(CC(=O)Nc1c(F)cccc1F)C(=O)CSc1nc2ccccc2o1,-10,x,-1,-3.6,1,0.3,2,1.2,-2
COc1ccc(CCNC(=O)Cc2c(Cl)cccc2Cl)cc1,-7,x,-5,0.7,-2,-0.7,-3,0.8,1
COCCCNC(CC(=O)Nc1cc(C)cc(C)c1)C(=O)O (configuration not stated),-15,x,5,-3.2,6,-0.3,3,-1.1,-1
c1ccc(-c2nc[nH]c2-c2ccccc2)cc1,-7,-3.1,18,-1.4,-4,0.0,4,x,10
CCCc1cc(C(=O)NCC(C)C)no1,4,-1.0,4,-1.5,7,-0.4,-6,-1.4,3
Cc1ccc(C(c2nnnn2Cc2ccccc2)N2CCN(Cc3ccccc3)CC2)cc1 (configuration not stated),4,-0.1,-4,-4.3,-4,-1.5,-16,-1.0,-1
COc1cccc(C(=O)NC2CCNCC2)c1,-6,0.6,10,0.0,-8,x,x,0.8,4
CC(=O)c1cccc(NC(=O)C(NC(C)C)c2ccccc2)c1 (configuration not stated),8,x,2,-3.1,2,-0.5,-6,3.5,2
CN(C(=O)c1sc2nc(N3CCOCC3)c3c(c2c1N)CCCC3)c1ccccc1,-5,x,7,-3.5,13,3.2,18,0.0,12
CCC(C)N(C(=O)CSc1ncnc2sccc12)C1CCS(=O)(=O)C1 (configuration not stated),-7,3.8,-6,-1.7,-7,x,x,-0.2,2
CCNS(=O)(=O)c1ccc(CCC(=O)Nc2ccc(C(=O)OC)cc2)cc1,6,-1.1,-3,0.6,-1,0.8,-6,-1.9,2
COC(=O)c1cc2ccsc2n1CC(=O)Nc1cc(Cl)ccc1OC,8,0.4,0,-0.5,13,0.2,-8,-1.4,-3
CCc1cccc(C)c1NS(=O)(=O)c1c(C)nc2sccn2c1=O,2,-0.1,16,0.1,-9,1.8,24,4.4,0
O=C(CCn1nnc2ccccc21)N/N=C\Cc1ccccc1,-6,x,1,-1.9,-6,-0.4,6,-1.9,2
CCOc1cc(C=NNC(=O)CCCC(=O)NN=Cc2ccc(O)c(OCC)c2)ccc1O,13,x,28,-1.2,1,-0.1,-6,x,1

# Rewritten bar-delimited: part of the list above.
compound | CCHFV vOTU inh | Mtb BioA inh | GDH-TPI inh | FadD28 FP inh | PrPC TRFRET | BoNT A protease | BoNT-F LC inh | Mtb UGM inh | FBA Mtb inh
CCC(C)N(C(=O)CSc1ncnc2sccc12)C1CCS(=O)(=O)C1 (configuration not stated) | -7 | 3.8 | -6 | -1.7 | -7 | x | x | -0.2 | 2
CCc1cccc(C)c1NS(=O)(=O)c1c(C)nc2sccn2c1=O | 2 | -0.1 | 16 | 0.1 | -9 | 1.8 | 24 | 4.4 | 0
CCOc1cc(C=NNC(=O)CCCC(=O)NN=Cc2ccc(O)c(OCC)c2)ccc1O | 13 | x | 28 | -1.2 | 1 | -0.1 | -6 | x | 1
c1ccc(-c2nc[nH]c2-c2ccccc2)cc1 | -7 | -3.1 | 18 | -1.4 | -4 | 0.0 | 4 | x | 10

# Next part.
SMILES,CCHFV vOTU inh,Mtb BioA inh,GDH-TPI inh,FadD28 FP inh,PrPC TRFRET,BoNT A protease,BoNT-F LC inh,Mtb UGM inh,FBA Mtb inh
Cc1ccc(N=Nc2c(N)n(-c3ccccc3)[nH]c2=O)cc1,2,-1.5,9,-1.0,9,-0.3,-5,-1.0,-6
COc1ccccc1Cc1c(-c2ccc(OC)c(OC)c2)nc2ccc(Cl)cn12,6,-2.7,x,-12,13,21,-16,x,8
O=C(Nc1ccccc1N1CCN(c2ccc(F)cc2)CC1)C12CC3CC(CC(C3)C1)C2,-9,1.7,2,-1.2,-2,0.6,-14,-1.6,2
O=C(O)Cc1ccc(C(=O)c2ccccc2F)s1,8,2.3,8,0.8,-3,0.9,-4,-0.9,3
COc1cc(-c2cnc3c(NC=O)cc(-c4ccc(C)cc4)cn23)cc(OC)c1OC,24,0.3,12,-3.2,6,0.3,2,x,3
CCN(CC(=O)Nc1ccc(S(=O)(=O)N2CCOCC2)cc1)Cc1ccccc1,18,x,-11,-4.0,7,-1.9,-4,-1.7,3
COc1ccccc1C(=O)Nc1ccc(OCC(=O)N2CC(C)CC(C)C2)cc1 (configuration not stated),11,-0.2,0,x,5,-2.8,3,2.0,4
CCOc1ccc(CNC(=S)N/N=C/c2ccc(OC)c(OC)c2)cc1,12,x,42*,-2.6,6,-0.9,-8,x,-2
COc1cc(C(=O)OCC(=O)N2CCCC2=O)cc(OC)c1C,0,3.4,-3,2.2,-5,x,x,3.2,5
O=S(=O)(Cc1ccc(Cl)cc1)Oc1ccc(Cl)cc1,0,-0.1,3,-2.5,5,0.1,4,x,-2
COc1ccc(NC(=O)C2CC(=O)N(c3ccccc3F)C2)cc1S(=O)(=O)N1CCCCC1 (configuration not stated),-2,3.6,-7,-0.9,-6,-0.2,2,x,1
Cc1ccc(-n2c(C)nn(CCOc3ccccc3)c2=O)cc1,22,-0.7,13,-0.9,3,-0.1,-12,0.7,0
O=C(Nc1cccnc1Cl)c1cc(-c2cccc(Cl)c2)on1,1,-3.8,0,-1.2,1,-3.5,-8,2.8,1
CC(SC(=S)N(C)Cc1cccs1)C(=O)O (configuration not stated),-2,x,-3,-3.5,5,-0.8,-4,0.9,3
COCCn1c(=NC(=O)c2ccc(S(=O)(=O)N3CCCc4ccccc43)cc2)sc2cc(S(C)(=O)=O)ccc21,8,-1.9,1,-7.9,-3,-0.4,1,-2.7,1
c1cncc(CSc2ccc(-c3cccs3)nn2)c1,12,3.0,5,-4.7,-1,-1.0,-8,4.5,-1
CCOC(=O)N1CCN(CCC(=O)Nc2ccc(OC(F)(F)F)cc2)CC1,14,-0.7,-8,-5.0,3,0.6,u,-0.5,-14
CCOC(=O)Cn1c(=O)c2c(nc3n2CCS3)n(C)c1=O,-10,-0.3,-3,-2.5,8,-1.1,-4,0.7,0
O=S(=O)(NC(=NCc1ccccc1)c1ccc(F)cc1)c1ccc(Cl)cc1,9,1.0,-12,-4.2,7,-1.3,-5,-0.9,-1
O=C(Nc1cccc(-c2nc3cccnc3s2)c1)C1c2ccccc2Oc2ccccc21,-2,0.1,9,-7.4,-1,-0.2,7,x,-2
CN(C)C=NC(=O)c1cc(C(=O)c2ccc(Cl)cc2Cl)c[nH]1,7,x,7,-2.4,-2,0.3,-5,1.1,0
C[C@H]1CN([C@@H](C)CO)C(=O)CCCn2nncc2CO[C@H]1CN(C)C(=O)Nc1ccc2c(c1)OCO2,-9,-1.3&0.5,-3,-0.8,0,-0.1,-8,x,0
Cc1ccc(C(=O)N2CCN(C(=O)CN3CCOCC3)C2)cc1,-9,-2.4,7,0.6,5,-0.2,-4,-0.7,-4
CCc1nnc(NC(=O)c2ccc(Br)c(S(=O)(=O)N3CCOCC3)c2)s1,9,-1.4,12,-3.7,2,-1.1,-1,0.8,0
COc1ccc(S(=O)(=O)N2CCC(C(=O)Oc3c(OC)cccc3OC)CC2)cc1OC,13,1.9,7,-1.7,2,-0.4,-6,2.1,4
Cc1[nH]n(C(N)=S)c(=O)c1N=Nc1ccc(Br)cc1,-9,-0.1,10,-1.0,-1,-4.5,u,-1.0,-10
COc1ccc(/C=C2/C(=O)C(C)(C(C)C)CCC2C)cc1 (configuration not stated),10,-2.8,0,-0.7,0,-4.1,1,1.2,-1
Cc1nc2sc(C(c3ccc(Cl)cc3)N3CCOCC3)c(O)n2n1 (configuration not stated),19,12,-2,-4.4,-1,0.8,u,0.7,-1
CCOc1ccc(Nc2nc(Cc3nnc(SCC(=O)c4ccc(C)cc4)o3)cs2)cc1,7,-0.3,3,-1.3,7,0.0,-5,3.9,-1
CC1C2CC(C(S(=O)(=O)N3CCOCC3)C2=O)C1(C)C (configuration not stated),2,-2.7,6,-0.1,-5,-0.7,3,-1.6,-2
CCS(=O)(=O)N1CCC(C(=O)NCc2ccc3c(c2)OCO3)CC1,1,x,-3,-2.5,3,0.3,3,-3.0,9
COC(=O)CC(=O)c1ccc2c(c1)OCO2,1,-2.4,11,-1.2,5,-0.6,-2,0.0,0
OC1=C(O)c2nc3cc(C(F)(F)F)ccc3nc21,8,-1.6,6,-2.1,-7,u,u,-1.1,-2
CCOC(=O)C1=C(C)Nc2ccccc2N=C1NC(=O)c1oc2ccccc2c1COC,9,-0.5,9,-2.8,2,0.1,0,-0.9,1
Cc1ccc(Cn2nnc3c(=O)[nH]c(C4CCN(S(=O)(=O)c5ccc(C)cc5)CC4)nc32)cc1,-5,-1.0,4,-3.1,-4,-1.6,-12,-3.9,-2
CCOc1ccc(N=Cc2ccc3ccccc3c2)cc1,5,-1.1,-4,0.2,-2,3.4,11,-0.7,2
CCC(C)N(C(=O)COC(=O)CNC(=O)c1sc2ccccc2c1Cl)C1CCS(=O)(=O)C1 (configuration not stated),13,1.6,4,-0.6,2,-6.1,-8,0.9,3
CC(=O)Nc1nonc1-c1nc2ccccc2n1CC1CC1,9,1.1,11,-1.5,-6,-0.2,-11,0.8,2
Cc1cccc(C(=O)NCc2nnc(SCC(=O)Nc3nnc(C)s3)n2C)c1,4,-2.9,-5,x,6,1.4,8,0.4,1
COc1cccc(NC(=O)CCC2CCN(C(=O)c3cccc(NC(C)=O)c3)CC2)c1,-4,0.9,6,-1.4,22,-0.3,-1,1.2,0
CCC1(c2ccc(F)cc2)NC(=O)N(CC(=O)Nc2ccccc2C)C1=O (configuration not stated),5,-0.3,21,x,10,1.5,4,0.2,3
CCOc1ccccc1NC(=O)CCCn1cc([N+](=O)[O-])cn1,12,0.1,0,-2.5,5,-0.4,-6,-0.5,4
O=C(NC1CC1)c1cccc(NC(=O)C2CC2)c1,-4,-1.4,2,-1.3,-7,0.1,-3,x,0
CC(C)=CCCC1=CCC(/C(C)=N/NC(N)=O)CC1 (configuration not stated),x,x,6,-2.1,x,0.0,-7,-0.2,3
CCOc1cc(C)c(Cl)cc1S(=O)(=O)N(C)C,1,-0.7,8,-0.9,2,0.0,3,0.3,4
Cc1cc(C)cc(OCC(=O)OCCN2C(=O)c3ccccc3C2=O)c1,4,0.8,5,-4.1,4,0.3,6,1.4,2
CC(C)OP(=O)(c1ccc(N(C)C)cc1)C(O)c1ccncc1 (configuration not stated),5,-1.0,-6,-0.7,0,-2.1,-4,-0.8,2
CC1CC(C)CN(C(=O)CNC(=O)c2sc3ccccc3c2Cl)C1 (configuration not stated),17,-1.3,7,-1.8,-4,0.3,-6,-1.3,4
CCOc1cc(NC(=O)c2ccccc2OC)c(OCC)cc1NC(=O)c1ccccc1,7,1.4,8,-0.7,-2,-2.6,u,2.5,0
O=C(CSc1nnnn1-c1ccccc1)Nc1ncc2c(n1)CC(c1ccco1)CC2=O (configuration not stated),2,-1.1,-1,-0.2,-6,-0.7,-3,0.1,0
COc1ccc(/C=N/NC(=O)c2cc3c(ccc4ccccc43)o2)c(OC)c1,-16,-4.5,27,-0.5,0,1.2,4,x,21
CCOC(=O)c1c(NC(=S)NC)sc2c1CCCC2,11,-1.9,21,x,-7,-2.3,16,-2.7,6
Cc1[nH]c2ccccc2c1C(C[N+](=O)[O-])c1ccco1 (configuration not stated),-2,x,-6,-3.7,-10,-1.6,-6,2.3,0
CC1(C)OC(=O)C(=CNC(CCC(N)=O)C(=O)O)C(=O)O1 (configuration not stated),-8,-2.9,-7,-1.6,0,-0.2,-3,-2.1,0
